Large T inhibition – SV40 large T antigen inhibitors, biochemical (AID 1903) | SV40 large T antigen ATPase/helicase inhibition assay; higher % means a stronger effect | one-dose inhibition, % at 20 µM; IC50 in µM for titrated hits | 310,000 tested, 0.39% active; in the data active = a potency from the dose series; inconclusive = inhibition mostly from about 32% at the one dose, without a potency; inactive = the rest, 99 in 100 with inhibition below about 32%; note: strong numbers were not always called active
RSV CPE inhibition – RSV antiviral activity via CPE protection, HEp-2 cells, primary 10 µM value included (AID 2391); 310,000 tested, 0.13% active; HEp-2 cells, RSV-induced CPE inhibition; higher % means a stronger effect; CPE inhibition, % at 10 µM; hits with a dose series show IC50 in µM; in the data active = a potency from the dose series; inconclusive = CPE inhibition mostly from about 23% at the one dose, without a potency; inactive = the rest, 99 in 100 with CPE inhibition below about 21%; note: strong numbers were not always called active
T cell modulator – T cell immune modulators affecting CD8 T cell-vesicle binding. 2C CD8+ T cell-vesicle binding, flow cytometry; hits give low values. calls only at 7 µM. 330,000 tested, 0.068% active;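 active = response, share of CD8 T cells binding vesicles, and their 90th percentile fluorescence all below set limits, cut at about 80% in these data, passing the limit was not always enough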
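Material: 2C TCR transgenic mouse naive CD8+ T cells, MACS-purified. Also added: QL9-charged Drosophila Ld/ICAM-1/B7-1 vesicles. Timing: binding 1.5 h at 37 °C. Measured by: high-throughput flow cytometry with anti-B7-1 and anti-CD8 staining. Read-out: percent CD8+ FL2 mean versus row control. Controls: Unloaded micro-vesicles (low), QL9 vesicles with 0.7% DMSO (high).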
NTR1 ag – agonists of NTR1, primary screen, imaging, U2OS cells, beta-arrestin-GFP, high content (AID 493036). 330,000 tested, 0.17% active. activation, % at 20 µM. NTR1-U2OS beta-arrestin-GFP spot imaging, agonist mode;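 active = activation at or above 40% of the spot to cytoplasm intensity ratio, with at least 20 cells analyzed; inconclusive = wells under 20 cells, flagged as cytotoxic or low count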;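 note: 0% = DMSO without peptide and 100% = 100 nM NTR1 peptide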
Target sequence (P30989 whole entry, looked up): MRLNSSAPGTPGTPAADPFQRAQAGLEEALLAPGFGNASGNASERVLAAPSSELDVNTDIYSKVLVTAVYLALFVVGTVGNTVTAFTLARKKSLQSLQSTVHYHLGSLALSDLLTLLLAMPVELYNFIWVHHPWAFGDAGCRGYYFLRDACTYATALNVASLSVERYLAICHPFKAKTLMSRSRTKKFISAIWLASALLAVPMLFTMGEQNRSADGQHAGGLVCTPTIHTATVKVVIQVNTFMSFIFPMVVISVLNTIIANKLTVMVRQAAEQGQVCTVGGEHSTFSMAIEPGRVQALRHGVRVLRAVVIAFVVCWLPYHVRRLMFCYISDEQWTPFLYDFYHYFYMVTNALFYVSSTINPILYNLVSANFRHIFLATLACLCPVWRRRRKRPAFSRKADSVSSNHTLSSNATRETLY
Dengue-2 NS5 capping – flavivirus cap methylation enzyme inhibition – biochemical, confirmation dose response, primary screen (AID 588689); 340,000 tested, 0.3% active; Dengue-2 NS5 methyltransferase capping enzyme assay, biochemical; higher % means a stronger effect; inhibition, % at 25 µM, or IC50 in µM where a hit was titrated; in the data active = a potency from the dose series; inconclusive = inhibition above about 29% without an active follow-up result
MgcRacGAP inhibition – MgcRacGAP GTPase-activating activity inhibitors, confirmation, biochemical, ADP Hunter fluorescence. MgcRacGAP-stimulated Rac1 GTP hydrolysis, ADP Hunter fluorescence; higher % means a stronger effect; GST-tagged Rac1 F28L mutant substrate. 340,000 tested, 0.6% active. AID 624330. inhibition, % at 30 µM; hits with a dose series show IC50 in µM;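 active = first-screen hits whose inhibition reached a set limit at any dose in the follow-up dose series; inconclusive = inhibition above the set first-screen limit but never retested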;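 note: fluorescence reports GDP produced by GAP-driven GTP hydrolysis; strong numbers were not always called active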
K1F lysis inhibition – inhibition of K1F phage lysis, E. coli UTI89, bacterial capsule biogenesis inhibitors, alamar blue (AID 488966). E. coli UTI89 K1F phage lysis, alamar blue, 2 h; higher % means a stronger effect. one-dose inhibition, % at 100 µM; IC50 in µM for titrated hits. 340,000 tested, 0.02% active;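 active = phage lysis inhibition, versus mean bacterial control, above a set limit; inconclusive = no clear call, values can overlap the other calls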;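 note: capsule biogenesis inhibitors block K1F phage lysis so surviving cells raise fluorescence; higher fluorescence means more inhibition of phage lysis; actives were called in the ten point dose series up to 300 µM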
West Nile virus CPE – inhibition of WNV-induced cytopathic effect – cell-based, CPE readout (AID 1621); West Nile virus-infected cells, CPE inhibition; higher % means a stronger effect; one-dose CPE inhibition, % at 10 µM; IC50 in µM for titrated hits; 290,000 tested, 0.02% active; in the data active = a potency from the dose series; inconclusive = CPE inhibition mostly from about 3.7% at the one dose, without a potency; inactive = the rest, 99 in 100 with CPE inhibition below about 2.2%; note: strong numbers were not always called active
Salmonella PhoP GFP – inhibitors of PhoP regulon expression, primary screen, Salmonella Typhimurium, GFP reporter (AID 1863); S. Typhimurium PhoP-regulated promoter GFP reporter, 4 h; higher % means a stronger effect; inhibition, % at 50 µM, or IC50 in µM where a hit was titrated; 300,000 tested, 0.16% active;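 active = inhibition over 29.93%, a cutoff 3 SD above the screen mean, later confirmed by dose response; inconclusive = inhibition over 29.93% but no dose response follow-up; inactive = inhibition at most 29.93% or unconfirmed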;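 note: 0% = low Mg2+ inducing control and 100% = high Mg2+ repressing control; strong numbers were not always called active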
T cell modulator vesicle-bound % – also measured in T cell modulator; calls as there; double positive events, %; measured here: CD8+ vesicle-bound cell fraction;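 binding gate set so that unloaded-vesicle control wells show 10% double positive cells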
NTR1 ag cell count 20 µM – also measured in NTR1 ag; calls as there; cell count; measured here: cell count, cytotoxicity flag
Dengue-2 NS5 capping pilot replicate – further read-out of Dengue-2 NS5 capping, marked with its call; inhibition, %; measured here: pilot screen replicate inhibition
An asterisk follows results filed as active; i = inactive; ? = inconclusive; . = no result given; [ ] = another dose, or the depositor's remark.

SMILES | Large T inhibition | RSV CPE inhibition | T cell modulator | T cell modulator vesicle-bound % | NTR1 ag | NTR1 ag cell count 20 µM | Dengue-2 NS5 capping | MgcRacGAP inhibition | K1F lysis inhibition | West Nile virus CPE | Salmonella PhoP GFP | others
O=C(c1cc2nc(-c3ccccc3)cc(-c3ccccc3)n2n1)N1CCN(C(=O)c2ccco2)CC1 | 2% | 3.0% | i | 43 | 3.4 | 56 | -6% | 5% | 10% | 2.1% | 19%
Cn1c(SCc2c(F)cccc2Cl)nnc1-c1cnccn1 | 22% | -0.7% | i | 42 | -2.4 | 86 | -9% | 11% | 0.8% | -0.3% | 8%
O=C(CCn1c(=S)oc2ccccc21)Nc1ccc2c(c1)OCCO2 | 12% | 0.6% | i | 49 | 1.0 | 40 | 0% | 6% | 3.8% | 0.3% | -8%
Cc1ccc(CNC(=O)C2CCCN2S(=O)(=O)c2ccc(F)cc2)cc1 (stereo not given) | -6% | -0.8% | i | 40 | -0.3 | 70 | . | 9% | 0.8% | -0.3% | -4%
COc1cccc(CNC(=O)CN2C(=O)CC(c3ccccc3)=Nc3ccccc32)c1 | . | 4.1% | i | 53 | -2.2 | 45 | 3% | -3% | -0.1% | -1.4% | .
CCOC(=O)c1oc2ccccc2c1NC(=O)c1cccs1 | 2% | . | i | 29 | 3.2 | 59 | 4% | 8% | -1.1% | 0.5% | 1%
CCOc1cc(/C=N/NC(=O)c2nn(C)cc2Br)ccc1OCc1ccccc1Cl | 3% | 1.5% | i | 28 | 7.1 | 53 | 4% | -10% | 0.0%[50 µM] | -0.3% | -2%
O=C(CCn1c(=O)[nH]c2ccsc2c1=O)Nc1ccc(F)c(F)c1 | 5% | 0.0% | i | 42 | -0.5 | 84 | -2% | 3% | -0.1% | 0.1% | -5%
CCOC(=O)c1c(C)[nH]c(C2=NNC(=NC(C)COC)SC2)c1C (stereo not given) | 24% | 4.1% | i | 31 | 1.2 | 45 | -33% | 6% | -1.0% | -0.2% | 5%
N/C(=N\OC(=O)c1ccc(Cl)c(Cl)c1)c1cccnc1 | 10% | 1.5% | i | 29 | 6.6 | 77 | 5% | 2% | 1.8% | -0.7% | 23%
CC1Cc2ccccc2N1C(=O)CSc1nnnn1C1CCCC1 (stereo not given) | -2% | 1.1% | i | 5 | 2.0 | 75 | -3% | 11% | -0.2% | . | -3%
CCN(CC)S(=O)(=O)c1cc(C(=O)NC2=NCCS2)ccc1Cl | 0% | 0.9% | i | 59 | -4.5 | 102 | -8% | 1% | -0.7% | 0.1% | -1%
Nc1nnc(SCC(=O)NNC(=O)c2ccccc2F)s1 | . | . | i | 24 | -0.7 | 43 | 1% | -11% | 4.6% | . | .
O=C(c1ccsc1)N1CCCC(N2CCOCC2)C1 (stereo not given) | 9% | 2.5% | i | 38 | 0.3 | 73 | -4% | 1% | -2.1% | 0.1% | -4%
COc1cccc(CN2CCN(Cc3cc4ccccc4o3)CC2CCO)c1 (stereo not given) | 9% | -0.1% | i | 45 | 0.7 | 59 | -5% | 1% | 0.0% | -0.5% | -2% | Dengue-2 NS5 capping pilot replicate=-2.4

Quoted at random: 2 records from the list.
SMILES | Large T inhibition | RSV CPE inhibition | T cell modulator | T cell modulator vesicle-bound % | NTR1 ag | NTR1 ag cell count 20 µM | Dengue-2 NS5 capping | MgcRacGAP inhibition | K1F lysis inhibition | West Nile virus CPE | Salmonella PhoP GFP | others
O=C(CCn1c(=S)oc2ccccc21)Nc1ccc2c(c1)OCCO2 | 12% | 0.6% | i | 49 | 1.0 | 40 | 0% | 6% | 3.8% | 0.3% | -8%
Nc1nnc(SCC(=O)NNC(=O)c2ccccc2F)s1 | . | . | i | 24 | -0.7 | 43 | 1% | -11% | 4.6% | . | .

(list continues)
SMILES | Large T inhibition | RSV CPE inhibition | T cell modulator | T cell modulator vesicle-bound % | NTR1 ag | NTR1 ag cell count 20 µM | Dengue-2 NS5 capping | MgcRacGAP inhibition | K1F lysis inhibition | West Nile virus CPE | Salmonella PhoP GFP | others
O=C(Cn1nnc(N2CCCCC2)n1)c1ccc(Cl)c(Cl)c1 | 9% | 0.7% | i | 25 | -0.5 | 41 | . | . | . | -0.2% | -5%
COc1cc(OC)cc(C(=O)Nc2ccccc2N2CCOCC2)c1 | 0% | 0.5% | i | 18 | -0.9 | 44 | -9% | 8% | 1.3% | 0.4% | -1%
COc1ccc(OC)c(NC(=O)COC(=O)c2cc3c(s2)CCC3)c1 | 7% | 4.0% | i | 60 | 4.9 | 74 | 5% | 8% | 0.0% | -0.5% | 4%
C[C@H](CO)N1C[C@H](C)[C@@H](CN(C)S(=O)(=O)c2ccccc2)Oc2ccc(NC(=O)Nc3ccc(C(F)(F)F)cc3)cc2C1=O | . | . | i | 7 | 3.1 | 53 | -10% | 8% | -0.5% | . | . | Dengue-2 NS5 capping pilot replicate=-1.8
COCCCN1C(=O)c2ccc(C(=O)OCC(=O)N3CCN(c4ccccc4)CC3)cc2C1=O | 7% | -0.2% | i | 63 | 0.5 | 70 | -11% | 0% | -0.6%[50 µM] | . | 8%
CCOc1ccc(-c2nnc(SCC(=O)N3CCOCC3)o2)cc1 | 1% | 0.4% | i | 25 | -0.7 | 48 | 1% | 8% | 0.2% | 0.5% | -5%
C/C(=N\NC(=O)C1CC1)c1ccc(C)c(C)c1 | 17% | ? | i | 27 | -1.1 | 46 | -6% | 4% | -0.1% | -0.6% | -5%
COc1ccc(Br)cc1CNC(=O)C1CCC(=O)N1C(C)C (stereo not given) | . | 2.7% | i | 32 | -1.9 | 85 | -3% | 6% | 0.5% | 0.1% | .
CCN(CC)C(=O)C(=O)c1cn(CC(=O)NCC2CCCO2)c2ccccc12 (stereo not given) | 5% | 0.2% | i | 45 | -0.2 | 61 | 1% | 3% | 0.0% | 1.1% | 0%
CCOc1ccc(S(=O)(=O)Nc2cccc(C(=O)NCCCN3CCCC3=O)c2)cc1 | . | 0.9% | i | 14 | 1.6 | 99 | 1% | 6% | 0.8%[50 µM] | . | .
CCN(CC(=O)Nc1ccccc1C(F)(F)F)C(=O)CCSc1ccc(F)cc1 | -3% | ? | i | 30 | -0.7 | 46 | 0% | 5% | -1.7% | . | -6%
CCSc1c(-c2ccccc2)nc2c(C)cccc2c1C(=O)O | 3% | 0.4% | i | 38 | -0.2 | 40 | . | 2% | 0.3% | 0.3% | 10%
COc1ccc(C2C3=C(CCCC3=O)Nc3nc(C(F)(F)F)nn32)c(OC)c1OC (stereo not given) | -1% | -2.3% | i | 16 | -0.5 | 50 | -3% | 16% | 1.2% | -0.2% | 10%
Cc1ccnc(N/C=C(/NC(=O)c2ccccc2)C(=O)N/N=C\c2ccc(Cl)cc2)n1 | 25% | 0.0% | i | 41 | 1.1 | 57 | -3% | 14% | 0.0% | -0.2% | -7%
O=C(NC1CCCCC1)N1CCCCCC1 | 14% | 1.5% | i | 7 | -0.8 | 46 | -3% | 0% | 1.6% | -0.4% | 3%
CCCOc1ccc(N2C(=O)CC(N3CCN(CCN=CC4C(=O)CC(C)(C)CC4=O)CC3)C2=O)cc1 (stereo not given) | 10% | 1.7% | i | 52 | 0.2 | 54 | -7% | 3% | -0.6% | 0.5% | 6%
CCNc1ccc(C(=O)OCC(=O)N2c3ccccc3NC(=O)C2(C)C)cc1[N+](=O)[O-] | -7% | 2.8% | i | 44 | 0.2 | 74 | 4% | 7% | 1.4%[50 µM] | -0.4% | -7%
COc1cc(Cl)c(C)cc1NC(=O)[C@@H]1CCCN1C(=O)c1cccs1 | 5% | 2.0% | i | 59 | -2.5 | 90 | -10% | 5% | 0.1% | -0.8% | 21%
CS(=O)(=O)N(CC(=O)N/N=C/c1cccs1)c1cccc(Cl)c1Cl | 3% | 1.8% | i | 53 | 2.9 | 49 | -5% | 12% | -0.1% | 0.2% | -5%
NC(=O)c1ccc(NS(=O)(=O)c2ccc(Br)s2)cc1 | . | 0.9% | i | 21 | -1.9 | 89 | -2% | 4% | 0.1%[50 µM] | . | .
Cc1ccc(C(=O)COC(=O)c2n[nH]c(=O)c3ccccc23)cc1 | 2% | 2.4% | i | 24 | 0.6 | 47 | 0% | 11% | 0.2% | 0.4% | 1%
CCC(C)(C)NC(=O)C(c1ccncc1)N(C(=O)c1sc(C)nc1C)c1ccc(F)cc1 (stereo not given) | 6% | -2.2% | i | 36 | -0.1 | 37 | -2% | 5% | 0.3% | -0.3% | 3%
NC(=O)CSc1nc2ccccc2nc1SCC(N)=O | 7% | 2.0% | i | 26 | -1.9 | 50 | 0% | -8% | 0.0% | 0.8% | 4%
CC1CC(c2ccccc2)n2nc(NC(=O)CCc3ccccc3)nc2N1 (stereo not given) | 7% | 0.5% | i | 58 | -0.2 | 61 | -3% | 5% | -0.4% | -0.3% | 3%
COc1cc(/C=N/n2cnnc2)ccc1OCC(=O)N1CCOCC1 | 10% | 2.4% | i | 35 | -2.4 | 58 | -7% | 12% | 1.9%[50 µM] | -0.8% | 10%
CC(C)(C)c1ccc(C(=O)N2CCCN(c3ccc([N+](=O)[O-])cn3)CC2)cc1 | 1% | 8.2% | i | 30 | 0.3 | 56 | -11% | 10% | 5.8% | -0.6% | 2%
CC(C)CC(=O)NC(=S)Nc1nc(-c2cccc3ccccc23)cs1 | 1% | ? | i | 67 | 18 | 54 | -3% | -1% | 2.3% | -0.7% | -9%
CCN1CCCC1CNC(=O)CCNC(=O)c1cc(OC)c(OC)c(OC)c1 (stereo not given) | 1% | 0.9% | i | 45 | 1.5 | 64 | -4% | 7% | 4.0% | -0.2% | -3%
Nc1nc(SCCO)[nH]c(=O)c1NC(=O)c1ccc(Br)o1 | -2% | -0.1% | i | 9 | -0.1 | 60 | -1% | 7% | 0.0% | -0.2% | -1%
Cc1ccc[n+](C(C)C(=O)c2ccc(Cl)cc2)c1 (stereo not given) | 26% | 1.6% | i | 53 | 0.3 | 55 | -9% | 3% | 0.2% | -0.2% | -3%
O=C(COC(=O)CNC(=O)c1ccc(F)cc1)Nc1cccc(S(=O)(=O)N2CCCC2)c1 | 5% | 0.5% | i | 45 | 0.7 | 43 | -8% | 2% | 1.7% | 2.1% | 5%
CC(C)(C)c1ccc(S(=O)(=O)N2CCN(CC(O)COCC3CCCO3)CC2)cc1 (stereo not given) | . | 0.4% | i | 42 | 1.4 | 78 | -8% | 3% | 0.4%[50 µM] | . | .
